RBBP9 inh – blocks human serine hydrolase RBBP9; O75884; recombinant RBBP9, FP-Rh probe fluorescence polarization; inhibition, % at 7.94 µM; 0.2% of 220,000 active; AID 1515;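 active = inhibition above the campaign mean of all tested compounds plus 3 SD, cut at about 14% in these data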;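 also: plate controls were DMSO wells with RBBP9 for no effect and wells lacking RBBP9 protein for full effect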
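Assay system: recombinant human RBBP9; Reagent: Serine-hydrolase probe FP-Rh, 375 nM pre-mixing; Doses: 7.94 µM single dose, 0.794% DMSO; Incubation: 30 min then 45 min, 25 °C; Detection: fluorescence polarization (mP), excitation 525 nm, emission 598 nm; Evaluation: percent inhibition from mP, scaled between DMSO and no-protein wells.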
Ba/F3 V617F tox – lowers viability of Ba/F3 cells expressing EpoR and JAK2V617F. ATP luminescence. inhibition, % at 5.6 µM. 1.1% of 220,000 active. AID 1446;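 active = inhibition above the campaign mean plus 3 SD over all tested compounds, cut at about 24% in these data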;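 also: cytokine-independent growth of Ba/F3 cells driven by EpoR plus mutant JAK2; 0% = DMSO-treated cells and 100% = JAK inhibitor I control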
p47phox inh – p47phox (human) inhibition; P14598; p47phox/p22phox peptide binding, fluorescence polarization, 2 h; inhibition, % at 24.7 µM; 0.53% of 220,000 active; AID 1274;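 active = inhibition above about 30%, limit read from the data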;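 also: 0% = p47phox with labelled peptide and 100% = labelled peptide alone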
Target sequence (P14598 whole entry, looked up): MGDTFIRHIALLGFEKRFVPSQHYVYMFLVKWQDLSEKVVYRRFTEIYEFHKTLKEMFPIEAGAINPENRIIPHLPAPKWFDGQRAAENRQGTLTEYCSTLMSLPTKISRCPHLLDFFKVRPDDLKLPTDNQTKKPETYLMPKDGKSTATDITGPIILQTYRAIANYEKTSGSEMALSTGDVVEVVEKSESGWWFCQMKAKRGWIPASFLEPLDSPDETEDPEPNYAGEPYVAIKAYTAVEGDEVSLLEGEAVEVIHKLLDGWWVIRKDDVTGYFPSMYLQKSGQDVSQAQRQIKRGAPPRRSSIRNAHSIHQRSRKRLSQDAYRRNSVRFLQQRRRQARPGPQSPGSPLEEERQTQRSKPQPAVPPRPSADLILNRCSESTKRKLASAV
PPC-1+TRAIL kill – kills PPC-1 cancer cells in the presence of TRAIL | cell killing (% activity), % at 4 µM | 0.41% of 220,000 active | PPC-1 cells + TRAIL, ATPLite viability luminescence | AID 1443;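 active = cell killing above 50% in the first pass at 4 µM, then a duplicate retest at 5 µM averaging 50% or more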;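 also: plate controls were cells with TRAIL plus DMSO for no effect and medium-only wells lacking cells for full effect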
Tb hexokinase – T. brucei hexokinase 1 inhibition | 0.11% of 220,000 active | recombinant TbHK1, G6PDH-coupled NADH A340 | inhibition, % at 10 µM;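 active = inhibition of 50% or more in the single-dose primary screen; inactive = inhibition below 50%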
p97 ATPase inh – blocks human p97 ATPase activity. P55072. recombinant p97 ATPase, Kinase-Glo ATP luminescence, 3 h. inhibition, % at 8 µM. 0.42% of 220,000 active. AID 1481; in the data active = inhibition above about 15%;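 also: 0% = DMSO vehicle and 100% = wells lacking enzyme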
Furin inh – blocks human furin protease activity | inhibition, % at 30 µM | AID 463115 | 0.061% of 220,000 active | purified furin, fluorogenic substrate cleavage; in the data active = inhibition above about 25%; also: inactives centre near -15
Target sequence (P09958 108-714 limits assumed): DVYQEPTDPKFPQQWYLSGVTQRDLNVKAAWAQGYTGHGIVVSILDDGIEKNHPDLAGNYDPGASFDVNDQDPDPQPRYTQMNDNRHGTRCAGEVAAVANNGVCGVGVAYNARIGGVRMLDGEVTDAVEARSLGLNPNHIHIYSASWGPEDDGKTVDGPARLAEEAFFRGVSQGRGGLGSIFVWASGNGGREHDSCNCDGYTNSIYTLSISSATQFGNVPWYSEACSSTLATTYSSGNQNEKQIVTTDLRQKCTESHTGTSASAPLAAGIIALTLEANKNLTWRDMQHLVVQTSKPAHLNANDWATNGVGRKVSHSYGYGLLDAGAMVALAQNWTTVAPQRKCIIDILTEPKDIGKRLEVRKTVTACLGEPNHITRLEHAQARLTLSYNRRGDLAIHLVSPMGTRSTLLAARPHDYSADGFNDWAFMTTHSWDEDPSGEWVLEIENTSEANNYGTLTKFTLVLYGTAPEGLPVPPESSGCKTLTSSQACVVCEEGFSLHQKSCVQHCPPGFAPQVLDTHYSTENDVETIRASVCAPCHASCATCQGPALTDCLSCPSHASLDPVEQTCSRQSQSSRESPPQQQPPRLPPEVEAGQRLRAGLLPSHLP
BaF3 parental – reduces parental Ba/F3 cell viability, JAK2V617F counter-screen; CellTiter-Glo ATP luminescence; inhibition, % at 5.6 µM; 1.1% of 220,000 active; AID 1486;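 active = inhibition above a per-campaign cutoff, the mean inhibition of all tested compounds plus 3 SD, cut at about 27% in these data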;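 also: 0% = DMSO wells and 100% = JAK Inhibitor I control wells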
EP2 antag – blocks the human prostaglandin E2 receptor EP2; C6 glioma cells expressing human EP2, cAMP TR-FRET; cells stimulated with saturating PGE2; inhibition, % at 25 µM; 0.52% of 260,000 active; AID 1422;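 active = percent inhibition above 40 after rounding to a whole number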;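 also: rat C6 glioma host cells with rolipram phosphodiesterase inhibitor present; the protocol text gives 20 µM as final concentration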
Starred values were filed as active, the others as inactive; / = not tested or not shown; & = joins results of further samples; [ ] = another dose, or the depositor's remark.

SMILES	RBBP9 inh	Ba/F3 V617F tox	p47phox inh	PPC-1+TRAIL kill	Tb hexokinase	p97 ATPase inh	Furin inh	BaF3 parental	EP2 antag
COc1ccc(C2C(C(N)=O)=C(C)Nc3ncnn32)cc1 (stereo unspecified)	-7	0	-1	-7	2	2	-36	3	4
CCCC1CCc2c(c3ccccc3[nH]c2=O)O1 (stereo unspecified)	-4	3	-15	13	-6	-12	-15[20 µM]	5	12
O=C(O)CCCN1C(=O)C2C3CC(C2C1=O)C1C(c2ccccc2)c2sc(=O)n(-c4ccccc4)c2SC31 (stereo unspecified)	-3	5	-9	16	-6	-1	-16	8	12
CC(=O)N(C)c1ccc(NC(=O)C(F)(F)F)cc1	5	-2	1	1	0	3	-12[20 µM]	5	7
CCOC(=O)c1oc2cccc(OC(C)=O)c2c1C	3	-2	-4	4	1	0	-20[20 µM]	1	14
COC(CNC(=O)c1cc(Sc2nnc(C)s2)nc2ccccc12)OC	-2	-3	6	25	-10	6	-6	-1	7
Cc1ccc(S(=O)(=O)NC(=O)c2cc(C)n(C3CC3)c2C)cc1	2	5	-15	19	-5	-1	-17	7	4
Cc1ccc(NC(=O)CN(c2ccccc2)S(=O)(=O)N(C)C)cc1C	-7	-1	7	-2	1	2	-20[20 µM]	2	8
COCCCN1C(=O)C(=O)/C(=C(/O)c2ccc(OCC(C)C)cc2)C1c1cccnc1 (stereo unspecified)	-5	2	6	-20	-21	-5	-8	1	12
O=C1OC(c2ccccc2)=N/C1=C\C=C\c1ccccc1[N+](=O)[O-]	-8	0	13	9	12	8	12	3	10

Some values from the results shown:
For Furin inh, O=C(O)CCCN1C(=O)C2C3CC(C2C1=O)C1C(c2ccccc2)c2sc(=O)n(-c4ccccc4)c2SC31 (stereo unspecified) has -16
For BaF3 parental, CC(=O)N(C)c1ccc(NC(=O)C(F)(F)F)cc1 has 5
For Tb hexokinase, CCOC(=O)c1oc2cccc(OC(C)=O)c2c1C has 1
For EP2 antag, Cc1ccc(S(=O)(=O)NC(=O)c2cc(C)n(C3CC3)c2C)cc1 has 4

The list goes on.
SMILES	RBBP9 inh	Ba/F3 V617F tox	p47phox inh	PPC-1+TRAIL kill	Tb hexokinase	p97 ATPase inh	Furin inh	BaF3 parental	EP2 antag
CCOC(=O)N1CCN(c2c(NCCN3CCCCC3CC)c(=O)c2=O)CC1 (stereo unspecified)	-7	5	-14	0	-3	-8	-5	0	12
O=S(=O)(CCn1cccc1)CCn1cccc1	-5	3	1	0	2	-2	-10[20 µM]	6	8&16
FC(F)(F)COc1cc(-c2nnc(SCc3ccccc3)n2Cc2ccco2)cc(OCC(F)(F)F)n1	-3	-2	-6	-12	9	-2	-8	-9	9
O=C1CC(C(=O)Nc2ccccc2)S/C(=N\N=C\c2ccco2)N1 (stereo unspecified)	-13	0	-8	8	-38	-2	-7	2	4
CCc1ccc(Nc2c([N+](=O)[O-])c(=O)oc3ccccc23)cc1	1	-4	-2	14	-19	5	-11	2	6
Cc1oc2ccc(O)cc2c1C(=O)c1ccc([N+](=O)[O-])cc1	-8	-5	-1	12	-8	9	-19	-1	12
O=C(Nc1ccc(S(=O)(=O)NCCc2ccccc2)cc1)c1ccc(Br)o1	-17	0	-8	9	-5	-6	-22[20 µM]	3	9
COC(=O)/C=C1\S/C(=N/N=C/c2ccco2)NC1=O	-8	5	-6	-1	1	-3	2	7	7
CCCCNC(C(=O)Nc1ccc([N+](=O)[O-])cc1Br)c1ccccc1 (stereo unspecified)	-6	-5	0	21	4	8	-28	1	2
CCN(CC)C(=O)CSC1=C(C#N)C(c2cccs2)C=C(C)N1 (stereo unspecified)	10	-5	-4	18	-9	6	-9	2	14
NS(=O)(=O)c1ccc(NC(=O)COC(=O)c2cc(Cl)ccc2[N+](=O)[O-])cc1	-3	-4	-3	15	-7	2	-17	2	5
Cc1ccccc1-c1nc(CN2CCC(C(=O)NCc3cccs3)CC2)c(C)o1	0	1	-4	-12	-4	-3	-7[20 µM]	4	17
O=C(O)CNS(=O)(=O)c1ccc2c(c1)CCCC2	1	3	-5	8	1	3	-23	8	8
Cc1ccc(NC(=O)Cn2c(O)c(N=NC(N)=O)c3ccccc32)cc1	-4	-2	-11	15	-37	-1	-18	-2	4
COc1ccc(Cn2cnc3c(NS(C)(=O)=O)c(C)c(C)cc32)cc1	-7	0	-3	8	-5	-2	-21[20 µM]	7	6
CCn1c(SCC(=O)N/N=C/c2ccc(C)o2)nnc1-c1ccc(C)cc1	-6	1	-21	7	-11	-1	-18	6	3
O=C(NCC1CCCCN1)c1cc(OCC(F)(F)F)ccc1OCC(F)(F)F (stereo unspecified)	-10	-2	0	13	3	3	-13	1	11&11
COc1ccccc1Nc1c2c(nc3ccc(N)cc13)CCCC2	7	2	5	0	-7	3	-14	-4	4
CS(=O)(=O)N1Cc2ccccc2CC1C(=O)Nc1ccccc1C(N)=O (stereo unspecified)	0	-2	-4	25	2	6	-1	3	8
Cc1nc2cc(N3CCCCC3)c(NC(=O)c3cccnc3)cc2c(=O)n1Cc1ccccc1	-1	-4	-8	4	-18	0	-25[20 µM]	3	9&17
COc1ccc(C(=O)N2CCN(C(=O)c3ccco3)CC2)cc1OC	-1	-5	10	13	0	9	-16[20 µM]	0	17
Cn1c(=O)c2ccccc2n(Cc2ccccc2F)c1=O	-3	-1	-1	10	-1	-5	-20[20 µM]	4	11
Cc1cc2c(n1-c1ccc(Cl)cc1)CC(C)(C)CC2=O	-5	-1	-4	-6	-3	-1	-14[20 µM]	3	3
C=CCNC(=O)C(C#N)c1nc2ccccc2nc1N1CCCCCC1 (stereo unspecified)	4	5	-6	-5	-7	21*	-10	4	22
O=C(Nc1ccccc1)c1c2c(nc3ccccc13)CCCC2	-3	-5	-15	-4	-13	7	-14	1	11
CCc1ccc(Cn2nnc(C(=O)Nc3ccc(OC)cc3OC)c2N)cc1	8	-3	-20	8	-14	7	-37	-1	6
CCCCN(CC)CCNC(=O)c1cc2c(=O)n(C)c3ccccc3c2n1C	-6	3	-10	21	7	-2	-14	11	11
CCc1nnc(NC(=O)[C@@H](NC(=O)c2cccc(S(=O)(=O)N(CC)CC)c2)C(C)C)s1	6	-3	-13	19	0	1	-11[20 µM]	2	6
COc1ccc(CCn2c(=N)c(C(=O)NCc3ccco3)cc3c(=O)n4cccc(C)c4nc32)cc1	-4	-4	-3	15	-12	3	-19	0	7
c1ccc(-c2ccc(C3=Nn4c(Cn5nnc6ccccc65)nnc4SC3)cc2)cc1	-10	5	-31	20	3	-4	-4[20 µM]	5	19
C=CCn1c(CSCc2ccccc2)nnc1SCC(=O)NCc1ccccc1	-11	-3	-4	9	3	-6	-7[20 µM]	5	14
C=CCS/C(=N\n1cnc2ccccc2c1=O)N1CCCCC1	-2	-3	-11	-8	5	5	-22	3	13
Cc1cc2c3c(c1)C1(C(=O)N3C(C)(C)CC2C)C(C#N)=C(N)Oc2n[nH]c(C)c21 (stereo unspecified)	7	1	-1	0	0	0	-13[20 µM]	2	6
CCSc1nnc2nc3[nH]c4c(C)cccc4c3nn12	5	-1	-16	/	-10	-1	-8	3	6
CN(C)CCNC(=S)NC1CCCCC1	5	7	2	10	-3	5	-12	9	4
CCCCN1C(=O)C(=O)N(CC(=O)N2N=C3/C(=C/c4ccco4)CCCC3C2c2ccco2)C1=O (stereo unspecified)	1	2	-10	8	-12	5	-20	6	4
O=C(O)c1cnc(N2CCOCC2)nc1	-2	4	-1	-7	5	-1	-15	2	10
NC(=O)CSc1nnc(-c2ccccn2)n1Cc1ccco1	-9	-5	1	4	-10	1	1	2	8
COc1ccc2[nH]c(=O)c(CN(CC3CCCO3)C(=O)Nc3ccccc3OC)cc2c1 (stereo unspecified)	-11	2	0	11	-8	2	-27	3	-2&20
COc1ccccc1Nc1nc(N)nc(CN2CCN(Cc3ccccc3)CC2)n1	-2	5	-14	18	9	-5	-2	4	5
O=C(Nc1ccc(-c2cn3ccsc3n2)cc1)C1CCCC1	-3	2	-9	73*[5 µM]	-3	0	-14	4	12
O=C(Oc1oc(-c2ccco2)nc1C=Nc1ccc(Cl)cc1)c1ccco1	1	-2	-7	14	-20	5	-17[20 µM]	0	/
CCc1cc2cc(C)c(C)cc2nc1SCC(=O)Nc1cc(C)on1	-8	-3	1	13	-12	3	-20	0	4
COc1ccc(C(C)=O)cc1COC(=O)Cn1cnc2ccccc2c1=O	-5	0	-5	8	-10	0	-24	3	4
O=C(N/C(=C\c1cccnc1)c1nc2ccccc2[nH]1)c1cccc(Br)c1	-3	-1	3	18	-21	-1	-2	9	13
CCN(CC)C(=O)CSc1nnc(CNc2ccc(F)cc2)o1	0	-5	-10	20	-2	2	-11[20 µM]	-2	5&7
C/C(=N/N=C(/N)SCc1ccccc1)C(C)(C)C	-4	-1	-4	8	0	0	-16	-1	6
Cc1ccc(S(=O)(=O)NCC(=O)N(CC(=O)NCc2ccco2)Cc2ccco2)cc1	1	-1	6	20	1	0	-13	9	4
CC(C)N(Cc1cc2ccccc2[nH]c1=O)C(=O)c1cccnc1	-1	-2	-11	-2	-14	-3	-9	0	11
CN(Cc1ccncn1)C(=O)CC1C(=O)NCCN1Cc1cccc(Oc2ccccc2)c1 (stereo unspecified)	-1	-4	-146	3	-70	0	-27	4	11

Four entries from above, bar-delimited:
SMILES | RBBP9 inh | Ba/F3 V617F tox | p47phox inh | PPC-1+TRAIL kill | Tb hexokinase | p97 ATPase inh | Furin inh | BaF3 parental | EP2 antag
O=C(Oc1oc(-c2ccco2)nc1C=Nc1ccc(Cl)cc1)c1ccco1 | 1 | -2 | -7 | 14 | -20 | 5 | -17[20 µM] | 0 | /
CCc1cc2cc(C)c(C)cc2nc1SCC(=O)Nc1cc(C)on1 | -8 | -3 | 1 | 13 | -12 | 3 | -20 | 0 | 4
COc1ccc(C(C)=O)cc1COC(=O)Cn1cnc2ccccc2c1=O | -5 | 0 | -5 | 8 | -10 | 0 | -24 | 3 | 4
O=C(N/C(=C\c1cccnc1)c1nc2ccccc2[nH]1)c1cccc(Br)c1 | -3 | -1 | 3 | 18 | -21 | -1 | -2 | 9 | 13

Sorted by the number under Furin inh (high to low): some entries from above.
canonical_smiles,RBBP9 inh,p47phox inh,Tb hexokinase,p97 ATPase inh,Furin inh
CC(C)N(Cc1cc2ccccc2[nH]c1=O)C(=O)c1cccnc1,-1,-11,-14,-3,-9
Cc1ccc(S(=O)(=O)NCC(=O)N(CC(=O)NCc2ccco2)Cc2ccco2)cc1,1,6,1,0,-13
C/C(=N/N=C(/N)SCc1ccccc1)C(C)(C)C,-4,-4,0,0,-16

Screening data deposited in PubChem BioAssay by several laboratories.

The list is partial, so the mix of outcomes need not match the whole.
